FXIa inh: human FXIa protease inhibitors, primary screen, biochemical, 1536-well. AID 798, 2007. actives 0.14% (n = 220,000). Coagulation factor XI (Homo sapiens), P03951. inhibition, % at 5 µM. purified FXIa, Boc-Glu-Ala-Arg-AMC fluorogenic substrate;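 active = inhibition of at least 40%; inactive = inhibition below 40%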;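 also: fluorescence of freed AMC excited at 355 nm; 0% = enzyme without compound and 100% = no enzyme blank; many of its hits are not listed in these tables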
Target sequence (P03951 19-387 limits assumed): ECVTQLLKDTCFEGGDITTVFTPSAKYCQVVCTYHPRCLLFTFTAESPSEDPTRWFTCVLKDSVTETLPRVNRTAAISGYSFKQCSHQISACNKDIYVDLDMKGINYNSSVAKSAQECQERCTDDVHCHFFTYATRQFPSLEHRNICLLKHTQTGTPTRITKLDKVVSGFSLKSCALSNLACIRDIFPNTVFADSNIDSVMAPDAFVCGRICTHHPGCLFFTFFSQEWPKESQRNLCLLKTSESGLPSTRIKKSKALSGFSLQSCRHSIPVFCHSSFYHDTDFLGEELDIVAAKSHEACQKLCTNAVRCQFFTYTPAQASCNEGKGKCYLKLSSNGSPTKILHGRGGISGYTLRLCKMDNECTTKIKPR
Target sequence (P03951 388-625 limits assumed): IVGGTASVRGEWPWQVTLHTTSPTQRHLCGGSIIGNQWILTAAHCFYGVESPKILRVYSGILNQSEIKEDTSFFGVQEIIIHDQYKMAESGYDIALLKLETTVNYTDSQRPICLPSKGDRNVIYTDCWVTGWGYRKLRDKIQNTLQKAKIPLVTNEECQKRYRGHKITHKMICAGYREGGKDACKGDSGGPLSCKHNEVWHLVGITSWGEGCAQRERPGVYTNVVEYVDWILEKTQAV
CHOP inh: inhibitors of CHOP promoter induction, primary screen, cell-based, unfolded protein response, luciferase reporter. CHO-K1 CHOP-promoter luciferase, tunicamycin-induced, 15-18 h. inhibition, % at 10 µM. actives 3.8% (n = 220,000);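 active = compounds that reduced the stress-induced luciferase reporter signal by more than about 70% of percent inhibition, limit read from the data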;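 also: 0% = tunicamycin plus vehicle and 100% = wells without tunicamycin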
PPC-1+TRAIL kill: compounds killing PPC-1 cancer cells with TRAIL present, primary screen, TRAIL potentiator project, ATPLite luminescence, uHTS | PPC-1 cells + TRAIL, ATPLite viability luminescence | cell killing (% activity), % at 4 µM | actives 0.41% (n = 220,000);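 active = cell killing above 50% in the first pass at 4 µM, then a duplicate retest at 5 µM averaging 50% or more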;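 also: plate controls were cells with TRAIL plus DMSO for no effect and medium-only wells lacking cells for full effect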
EP2 antag: human EP2 receptor antagonists, primary screen, TR-FRET cAMP, C6 glioma cells; C6 glioma cells expressing human EP2; cells stimulated with saturating PGE2; AID 1422, 2008; actives 0.52% (n = 260,000); inhibition, % at 25 µM;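 active = percent inhibition above 40 after rounding to a whole number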;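 also: rat C6 glioma host cells with rolipram phosphodiesterase inhibitor present; the protocol text gives 20 µM as final concentration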
Target sequence (P43116 whole entry, looked up): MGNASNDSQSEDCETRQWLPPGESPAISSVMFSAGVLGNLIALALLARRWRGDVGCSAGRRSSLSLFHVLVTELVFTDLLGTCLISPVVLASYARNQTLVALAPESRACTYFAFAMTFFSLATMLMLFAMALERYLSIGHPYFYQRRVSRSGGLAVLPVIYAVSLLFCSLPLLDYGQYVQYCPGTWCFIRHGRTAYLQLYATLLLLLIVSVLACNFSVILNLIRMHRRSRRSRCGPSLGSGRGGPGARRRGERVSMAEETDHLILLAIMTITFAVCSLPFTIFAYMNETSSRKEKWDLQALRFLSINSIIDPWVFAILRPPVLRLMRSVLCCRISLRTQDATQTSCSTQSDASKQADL
TNF death inh: inhibitors of TNF-alpha triggered necroptosis, primary screen, cell-based, Jurkat FADD-/-, single concentration; Jurkat FADD-/- TNF necroptosis rescue, ATP luminescence, 24 h; 0 = TNF only, 100 = no-TNF cells; activation (protection from cell death), % at 10 µM; actives 0.068% (n = 220,000);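 active = activation, meaning protection from cell death, of at least 50% relative to plate controls; inactive = activation below 50%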;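 also: necroptosis triggered by 40 ng/mL TNF-alpha added together with compound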
FXIIa inh 1536: human FXIIa protease inhibitors, primary screen, biochemical, 1536-well; purified FXIIa, Boc-QGR-AMC fluorogenic substrate, 2 h; AID 800, 2007; Coagulation factor XII (Homo sapiens), P00748; inhibition, % at 5 µM; actives 0.3% (n = 220,000); in the data active = inhibition above about 40%;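 also: 0% = enzyme with no compound and 100% = blank without enzyme; many of its hits are not listed in these tables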
L929 necroptosis: inhibitors of zVAD-triggered necroptosis, primary screen, L929 cells. L929 zVAD necroptosis rescue, ATP luminescence, 24 h; with zVAD 60 µM. viability rescue, % at 10 µM. actives 0.38% (n = 220,000). AID 1377, 2008;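 active = activation, scaled between plate controls, above about 75%, limit read from the data; inactive = activation under that limit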;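 also: 0% = zVAD with DMSO and 100% = DMSO alone without zVAD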
Tb hexokinase: Trypanosoma brucei hexokinase 1 inhibitors, primary screen, biochemical, G6PDH-coupled NADH absorbance, MLSCN library. hexokinase 1 [Trypanosoma brucei]. recombinant TbHK1, G6PDH-coupled NADH A340. inhibition, % at 10 µM. actives 0.11% (n = 220,000). AID 1430, 2008;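 active = inhibition of 50% or more in the single-dose primary screen; inactive = inhibition below 50%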
Wee1 stabilizer: Wee1 degradation inhibitors, primary screen, cell-based, HeLa, Wee1K328M-luciferase, luminescence. reporter increase, % at 5 µM. actives 1.2% (n = 220,000). AID 1321, 2008. HeLa Luc-Wee1K328M stability; 100% = proteasome inhibitor MG132 effect. Wee1-like protein kinase (Homo sapiens), P30291;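 active = activation above the mean of all tested compounds plus 3 SD, set per screening run, cut at about 8.8% in these data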;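 also: cells exposed to compound for 20 h before luminescence read; 0% = DMSO alone and 100% = MG132 at 30 µM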
* = called active by the depositor; x = no result given; & = joins results of further samples; [ ] = remark or other dose. A portion of the library; the hit share may differ from the screen's.

SMILES | FXIa inh | CHOP inh | PPC-1+TRAIL kill | EP2 antag | TNF death inh | FXIIa inh 1536 | L929 necroptosis | Tb hexokinase | Wee1 stabilizer
O=C(NCc1ccco1)c1nn2c(C(F)(F)F)cc(-c3cccs3)nc2c1Cl | 7 | 3 | 6 | 9 | 0.4 | 15 | -0.7 | -13 | 0
Cc1ccc(S(=O)(=O)N(C)c2ccccc2C(=O)NC2CCCC2)cc1 | 1 | -15 | -2 | 10 | 4.7 | 10 | -0.3 | 37 | 1
Cn1c(SCC(=O)c2ccccc2)nnc1-c1cnccn1 | -5 | 32 | 10 | 7&10 | 0.7 | 16 | 1.9 | -2 | 13*
CN(C)/C=C1\C(=O)N(c2ccc(Oc3ccccc3)cc2)CS1=O (stereo unspecified) | -7 | -8 | -12 | 8 | -2.5 | 0 | -0.1 | 1 | -1
CCCCCSc1nnc(C)c(=O)[nH]1 | -6 | -2 | 12 | 4 | 0.7 | -5 | -0.3 | 23 | -3
Nc1c(-c2ccc(Cl)cc2)cnn1-c1cccc([N+](=O)[O-])c1 | 1 | 78* | 13 | 7 | -2.1 | 11 | 0.3 | 5 | -1
Cn1c(-c2ccc3c(c2)OCO3)cnc1NCc1ccccc1Cl | -2 | -12 | 8 | 6 | 0.1 | -2 | -0.1 | 3 | 1
COc1ccccc1NC(=O)COC(=O)c1cnccn1 | 2 | 23 | 7 | 1 | 1.8 | 7 | 0.0 | 4 | 0
Cc1ccc(-c2nnn(CCOc3cccc(Br)c3)n2)cc1 | -4 | 43 | 8 | 16 | 1.1 | 0 | 0.8 | 19 | -2
CCN(CCCNC(=O)CNC(=O)Cn1cnc2ccccc2c1=O)c1cccc(C)c1 | 3 | -7 | 9 | 13 | -0.9 | 6 | 0.9 | -7 | -1
COc1cc([N+](=O)[O-])ccc1NC(=O)CN1CCN(C(=O)c2ccco2)CC1 | 0 | -4 | 11 | -1 | -0.2 | 8 | -0.8 | -9 | 2
O=C(/C=C/c1ccc2c(c1)OCO2)Nc1nncs1 | 8 | 1 | 36 | 5 | -0.3 | 4 | 0.5 | -27 | 6
CC(C)n1cnnc1SCC(=O)Nc1cccc(S(=O)(=O)N(C)c2ccccc2)c1 | -2 | 12 | -11 | 4 | 1.2 | 6 | 0.2 | -3 | -1
CC(=O)Nc1ccc2c(c1)nc1n2CCN(C2CCCCC2)C1 | -3 | -3 | 12 | 11 | 0.0 | 9 | 14 | 0 | 1
O=C1C2CC=CCC2C(=O)N1Nc1ccccc1 (stereo unspecified) | 0 | -2 | 9 | 1 | 0.0 | 7 | 0.0 | 3 | -2
CCN(CC)CCCN(Cc1cc2cc3c(cc2[nH]c1=O)OCCO3)C(=O)Nc1ccc(F)cc1 | -11 | -2 | 20 | 12 | 1.3 | -14 | 0.8 | -22 | 0
CCCCOC(=O)CCn1c(=S)oc2ccccc21 | 10 | 23 | 12 | 12 | 5.8 | 7 | -0.6 | 39 | -1
Cc1cccn2c(=O)c3cc(C(N)=S)c(=N)n(CCCOC(C)C)c3nc12 | -9 | 1 | 10 | 10 | -10 | -7 | -0.3 | -10 | 15*
CCC1NC(=S)N(C2CCCCC2)C1=O (stereo unspecified) | 2 | 17 | 26 | 3 | -3.6 | 12 | 0.7 | 0 | 2
CN(C)S(=O)(=O)c1ccc(NC(=O)c2cc(-c3cccs3)nc3ccccc23)cc1 | -1 | 18 | 22 | 11 | -10 | 2 | 1.4 | -6 | 0
COC(=O)c1cccc(C(=O)Nc2ccc(C)cc2Br)n1 | 3 | 40 | 20 | x | -0.1 | 13 | -0.1 | -2 | -2
CC(=O)Nc1ccc(C(=O)NNC(=O)c2cc([N+](=O)[O-])cc([N+](=O)[O-])c2)cc1 | -3 | -9 | 33 | 10 | 0.1 | 4 | 9.4 | -10 | 1
O=c1[nH]c(Nc2nc3ccccc3o2)nc2c1CCCC2 | 1 | 97* | 49 | 17 | -4.9 | 8 | 33 | 2 | -2
CCCC(C)NC(=O)c1nc(-c2ccccc2)n(-c2ccccc2)n1 (stereo unspecified) | -2 | 7 | -8[5 µM] | 26 | -1.6 | 7 | -0.1 | 3 | -1
O=C(NCc1cccs1)c1ccc2c(c1)OCCO2 | -16 | -3 | -13 | 5 | -0.4 | 5 | -0.2 | 7 | 0

Next records follow.
SMILES | FXIa inh | CHOP inh | PPC-1+TRAIL kill | EP2 antag | TNF death inh | FXIIa inh 1536 | L929 necroptosis | Tb hexokinase | Wee1 stabilizer
O=C(c1cnccn1)N1CCN(c2ccccc2)CC1 | -3 | 14 | -11 | x | -2.8 | 6 | -0.3 | 7 | -2
COc1ccc(C(=O)N2CCN(C(=O)c3ccc(-c4ccccc4)cc3)CC2)cc1OC | -1 | 27 | 5 | 3 | -1.5 | 8 | 1.5 | -6 | -2
Cc1ccc(NC2=C(NCCO)C(=O)c3ccccc3C2=O)cc1 | 5 | 14 | 2 | 11 | 4.0 | 12 | 0.7 | -7 | -1
O=C(CN1C(=O)c2ccccc2S1(=O)=O)c1ccccc1 | 6 | 45 | 20 | 11 | -0.1 | 11 | 3.3 | -2 | -1
CC1Cc2ccccc2N1c1ncnc2c1nnn2Cc1ccccc1 (stereo unspecified) | 16 | 73* | 13 | 8 | 2.8 | 6 | 1.0 | 4 | -1
COCCNS(=O)(=O)c1ccc(F)c(OC)c1 | 3 | 13 | 7 | 9 | 34 | 7 | 0.4 | 28 | -1
COc1ccc(-c2nc3ccccc3c(=O)n2CCOc2ccccc2C)cc1 | -8 | 8 | 11 | 1 | 0.8 | -4 | 1.0 | -11 | -4
COCc1cc(C)c(C#N)c(=S)[nH]1 | 3 | -11 | 15 | 6 | -0.1 | 4 | -0.1 | -6 | 0
COc1cc(/C=C2/C(=O)NN(c3ccc(Cl)cc3)C2=O)ccc1OC(=O)c1ccco1 | 5 | -1 | 19 | 13 | 1.3 | 19 | -0.2 | 10 | 4
CCNC(=O)C(=O)NCCc1ccc(Cl)cc1 | 1 | 13 | 2 | 9 | 0.4 | 12 | -0.4 | 7 | 5
O=C(NN=C1CCCCCCC1)c1ccc(F)cc1 | 6 | 5 | 5 | 4 | 0.1 | 9 | -0.1 | 3 | -1
CCOC(=O)C1(Cc2cccc(OC)c2)CCCN(C(=O)c2ccccc2C)C1 (stereo unspecified) | -1 | 0 | 14 | 6 | 1.2 | 7 | -0.3 | -8 | -1
O=C(C1CC1)N1CCc2cc(S(=O)(=O)NCCC3=CCCCC3)ccc21 | -2 | 30 | -2 | 8 | 0.4 | 11 | 2.2 | 6 | -2
O=C(C1=NOC(CNc2ncc(C(F)(F)F)cc2Cl)C1)N1CCOCC1 (stereo unspecified) | 3 | 0 | 33 | 6 | -0.5 | 13 | 0.0 | 8 | -1
O=C(Nc1ccccc1)NC1CCN(Cc2c(F)cccc2Cl)CC1 | -2 | 18 | -2 | 15 | 6.8 | 1 | 5.3 | -2 | -2
C#CC(CC)(CC)NC(=O)c1ccc(Br)s1 | 0 | 9 | 17 | 3 | 0.9 | -2 | 1.8 | -1 | 3
COc1ccc(/C=C/C(=O)N/C(=C\c2ccco2)C(=O)NCCc2nc3ccccc3[nH]2)cc1 | 2 | 0 | 6 | 9 | 3.4 | 10 | 1.0 | -44 | 0
COc1ccc2cc1Oc1ccc(cc1)C[C@H]1c3cc(c(OC)cc3CCN1C)Oc1c(OC)c(OC)cc3c1[C@H](C2)N(C)CC3 | 1 | -28 | 24 | 29&26 | -25 | 7 | -2.2 | 1 | x
COc1ccc(C2CC(c3ccccc3)=NN2C(=O)COC(=O)c2nc3nc(C)cc(C)n3n2)cc1 (stereo unspecified) | 2 | -10 | 14 | 12 | 11 | 10 | -1.0 | -6 | -5
Nc1ccc(Sc2cc(Cl)nc(N)n2)cc1 | 1 | -8 | -1 | 12 | -8.8 | 3 | -0.2 | 2 | 4
CC(NC(=O)Nc1ccccc1)C(c1cccs1)N1CCN(C)CC1 (stereo unspecified) | 1 | 11 | 1 | 9 | 2.0 | 5 | -1.7 | 2 | 1
CC(=O)N1CCC(C(=O)Nc2cc(C)cc(C)c2)CC1 | 2 | 6 | 10 | 8 | -0.2 | 6 | 1.9 | 6 | -2
Cc1cc(C)c(NC(=O)CN2CCC(NC(=O)NC3CCCCC3)CC2)c(C)c1 | -5 | -1 | -9 | 7 | -0.6 | 7 | 7.2 | -6 | -3
CN(C(=O)c1ccc(=O)n(Cc2ccc(Cl)cc2)c1)c1ccccc1 | 0 | 29 | 1 | 3 | -1.0 | 9 | 0.3 | 3 | 4
COCCNC(=O)C(c1cccc(OC)c1)N(C(=O)Cn1nnc2ccccc21)c1cccnc1 (stereo unspecified) | -5 | 26 | 3 | 2 | -1.8 | 5 | -0.4 | -3 | -3

Rewritten as tab-separated lines: entries from further up
smiles	FXIa inh	CHOP inh	PPC-1+TRAIL kill	EP2 antag	TNF death inh	FXIIa inh 1536	L929 necroptosis	Tb hexokinase	Wee1 stabilizer
COc1ccc2cc1Oc1ccc(cc1)C[C@H]1c3cc(c(OC)cc3CCN1C)Oc1c(OC)c(OC)cc3c1[C@H](C2)N(C)CC3	1	-28	24	29&26	-25	7	-2.2	1	x
Cc1ccc(NC2=C(NCCO)C(=O)c3ccccc3C2=O)cc1	5	14	2	11	4.0	12	0.7	-7	-1
COc1cc(/C=C2/C(=O)NN(c3ccc(Cl)cc3)C2=O)ccc1OC(=O)c1ccco1	5	-1	19	13	1.3	19	-0.2	10	4

Going on with the list:
SMILES | FXIa inh | CHOP inh | PPC-1+TRAIL kill | EP2 antag | TNF death inh | FXIIa inh 1536 | L929 necroptosis | Tb hexokinase | Wee1 stabilizer
CCCc1nn(C)c(C(=O)Nc2ccc(C)c(C)c2)c1Cl | 9 | 15 | 13 | 6 | 1.6 | 5 | 1.4 | -1 | 1
O=C(Cc1ccccc1)NS(=O)(=O)c1ccc(N=NN2CCOCC2)cc1 | -6 | -2 | -5 | 1 | -0.5 | 2 | 8.2 | -25 | 1
CC(=O)c1c(C)[nH]c(C(=O)CN2C(=O)NC(C)(c3ccc(C)cc3)C2=O)c1C (stereo unspecified) | -5 | 28 | 19 | 8 | -2.5 | 0 | 1.8 | -8 | 2
O=C(CN1CCN(S(=O)(=O)c2ccc(Cl)s2)CC1)NCc1ccc(Cl)cc1 | -2 | 8 | 11 | x | -4.3 | -8 | -0.4 | -15 | 4
COc1ccc(-n2c(=O)cc(N3CCc4ccccc43)[nH]c2=O)cc1 | 9 | -20 | 3 | 7 | 1.0 | 16 | 0.8 | -4 | 1
Cc1cc2cc3c(cc2nc1SCC(=O)OC(C)C)OCCO3 | -3 | 12 | 10 | 10 | 0.4 | 4 | 0.2 | -3 | 1
O=C(CSc1nnc(CN2CCOCC2)n1-c1ccc(Cl)cc1)Nc1ccc2c(c1)OCO2 | 4 | 29 | -11 | 8 | -0.2 | 6 | -0.3 | -14 | -2
CC(Sc1nc(-c2ccccc2)cc(C(F)(F)F)n1)C(=O)NCc1ccco1 (stereo unspecified) | -5 | 45 | 1 | 9 | 0.1 | -9 | 0.3 | -7 | 0
COC(=O)Cc1cnc(NC(=O)C2C3CCC(C3)C2C(=O)O)s1 (stereo unspecified) | -2 | -13 | 6 | 11 | -0.7 | 13 | 0.2 | 0 | 4
c1ccc(NC2=Nc3ccccc3CC2)cc1 | 5 | -5 | 5 | 11 | -0.1 | 12 | 0.4 | -2 | 2
